Bioassay records deposited in PubChem BioAssay by several laboratories.
HUVEC inhibit: blocks proliferation of human endothelial cells. viability, % at 10 µM (by protocol). actives 1.1% (n = 86,000). HUVEC proliferation, CellTiter-Glo luminescence, 72 h; active compounds read low;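 active = viability at or below 30%; inactive = viability above 30%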;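 also: 100% = median luminescence of DMSO-only cell control wells on each plate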
H69AR inhibit: growth inhibitors of human H69AR lung tumor cells; H69AR lung tumor viability, ATP luminescence, 72 h; active compounds read low; viability, % at 10 µM; actives 6% (n = 85,000); AID 598;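 active = viability at or below 40%; inactive = viability above 40%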;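 also: multidrug resistant small cell line overexpressing MRP-1 efflux transporter; 100% = mean luminescence of untreated control wells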
Mac1 fbg enh: increases human CD11b/CD18 adhesion to fibrinogen. actives 0.07% (n = 93,000). activation, % at 10 µM. K562 CD11b/CD18 adhesion to fibrinogen, ATPlite luminescence. P05107+P11215. AID 1499;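 active = 10 µM primary screen giving 50% or more activity, confirmed by 40% or more on retest at that dose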; also: strong numbers were not always called active
Smad3 inh: Smad3 (human) transcription factor binding inhibition; inhibition, % at 25 µM; P84022; actives 0.29% (n = 88,000); AID 630; TR-FRET Smad3/Dy647-FoxH1 peptide binding, europium anti-His;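 active = compounds that reduce the energy-transfer binding signal between the protein and its labelled peptide by more than half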;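 also: 0% = Smad3 plus labelled peptide maximal FRET and 100% = peptide-only background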
Target sequence (P84022 whole entry, looked up): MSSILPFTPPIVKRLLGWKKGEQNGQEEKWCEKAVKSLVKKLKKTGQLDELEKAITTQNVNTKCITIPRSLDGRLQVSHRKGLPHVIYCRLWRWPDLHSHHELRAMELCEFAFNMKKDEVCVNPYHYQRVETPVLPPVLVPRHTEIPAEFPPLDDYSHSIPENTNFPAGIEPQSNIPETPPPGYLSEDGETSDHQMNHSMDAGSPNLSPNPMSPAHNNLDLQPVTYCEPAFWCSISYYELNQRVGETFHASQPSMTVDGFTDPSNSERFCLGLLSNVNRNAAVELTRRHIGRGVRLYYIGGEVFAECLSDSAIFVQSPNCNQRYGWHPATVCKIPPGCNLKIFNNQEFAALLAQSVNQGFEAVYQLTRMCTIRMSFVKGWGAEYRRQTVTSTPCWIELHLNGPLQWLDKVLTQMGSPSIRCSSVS
ERa SRC1 pot: enhances coactivator binding to human estrogen receptor alpha; TR-FRET ERalpha-LBD/SRC-Cy5 coactivator binding, 2 h; 100 = basal binding, no effect; coactivator binding (% of control), % at 25.6 µM; actives 1.3% (n = 86,000); AID 639; in the data active = activity above about 200%;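 also: binding measured in presence of low estradiol as agonist stimulus; 0% = peptide alone without receptor and 100% = receptor with peptide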
ERb SRC1 inh: ER-beta (human) coactivator binding inhibition. Q92731. TR-FRET ER-beta LBD / SRC1-Cy5 peptide binding; receptor agonist-loaded with 1 µM estradiol. inhibition, % at 25.6 µM. actives 1.3% (n = 86,000);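 active = compounds whose percent inhibition of the receptor-coactivator binding signal exceeds about 50% in the single-dose screen, limit read from the data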;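 also: 0% = receptor plus peptide wells without compound and 100% = peptide-only wells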
Target sequence (Q92731 whole entry, looked up, the tested form may be a part): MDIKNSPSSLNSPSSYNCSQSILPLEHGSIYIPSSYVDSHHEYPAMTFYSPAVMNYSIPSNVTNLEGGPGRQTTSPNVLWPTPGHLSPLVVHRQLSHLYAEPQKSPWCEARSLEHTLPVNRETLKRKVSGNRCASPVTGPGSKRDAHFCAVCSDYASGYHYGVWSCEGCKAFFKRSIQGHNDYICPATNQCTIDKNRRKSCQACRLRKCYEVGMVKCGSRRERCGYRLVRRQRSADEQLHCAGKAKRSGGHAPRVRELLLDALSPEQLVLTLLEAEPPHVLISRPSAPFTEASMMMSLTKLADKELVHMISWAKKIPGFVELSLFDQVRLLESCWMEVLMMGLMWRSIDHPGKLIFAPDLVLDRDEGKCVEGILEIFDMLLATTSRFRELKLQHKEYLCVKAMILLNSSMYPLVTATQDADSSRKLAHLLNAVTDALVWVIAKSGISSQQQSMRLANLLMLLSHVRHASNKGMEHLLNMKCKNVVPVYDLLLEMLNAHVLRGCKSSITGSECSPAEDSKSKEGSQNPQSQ
ERa coact inh: ER-alpha (human) coactivator binding inhibition. P03372. TR-FRET ER-alpha LBD / SRC-1 peptide, estradiol-bound. inhibition, % at 25.6 µM. actives 1.7% (n = 86,000); in the data active = inhibition above about 50%;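 also: 0% = receptor plus peptide control and 100% = peptide only without receptor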
MT1-MMP txn act: activates MT1-MMP transcription | actives 0.16% (n = 86,000) | activation factor at 10 µM | HT1080 MT1-MMP promoter luciferase reporter, luminescence, overnight; active compounds read high;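 active = activation factor of at least 2 for MT1-MMP transcription at 10 µM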
Lung fibro prol: blocks proliferation of human lung fibroblasts | viability, % at 10 µM | actives 1.1% (n = 85,000) | LL 47 human lung fibroblast viability, ATP luminescence; active compounds read low;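 active = viability at or below 50% in the single dose screen; inactive = viability above 50%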;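 also: compound exposure lasted 72 h before the ATP readout; 100% = median luminescence of untreated cell-only wells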
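Material: human LL 47 lung fibroblast cells; quantity: 1,150 cells/well; medium: IMEM plus 15% FBS; doses: 0.1% DMSO in all compound wells; timing: overnight attachment after seeding, then 72 h compound exposure at 37 °C; detection: CellTiter-Glo luminescence; measure: % viability of median cell-only signal; controls: cell-only wells, no compound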
* hit, by the source's call; / = no result given; [ ] = remark or other dose. An excerpt; count on the stated rates, not on these rows.

SMILES	HUVEC inhibit	H69AR inhibit	Mac1 fbg enh	Smad3 inh	ERa SRC1 pot	ERb SRC1 inh	ERa coact inh	MT1-MMP txn act	Lung fibro prol
Cc1ccc(Nc2nc(N)nc(CN3CCN(C)CC3)n2)cc1	91	/	2	2	117	-1	2	1.4	107
O=C(O)CCc1nnc2n(Cc3ccc(F)cc3)c(=O)c3ccccc3n12	101	93	-3	-5	105	3	-2	1.1	98
CCC1(C)Cc2c(sc3c2c(=O)n(C)c2nnc(SCC(=O)c4ccccc4)n32)CO1 (centres undefined)	83	4.2*	/	3	101	4	9	1	35*
O=C(c1cccs1)N(Cc1ccco1)Cc1cc2ccccc2[nH]c1=O	102	82	-1	7[fluorescence artefact?]	77	2	-16	1.1	102
COc1cccc(NC(=O)CSc2nnc(Cn3nnc4ccccc43)n2C)c1	80	87	/	0	87	-10	-9	1.1	108
CC(C)(C)C(=O)Nc1ccc(S(=O)(=O)c2ccc(NC(=O)C(C)(C)C)cc2)cc1	99	95	-2	13	106	-11	8	1.1	97
c1ccn2c(SCc3ccc4c(c3)OCCO4)nnc2c1	101	97	0	15[fluorescence artefact?]	111	-8	-1	1.5	98
CCOC(=O)CSc1nnc(-c2ccncc2)o1	114	96	/	7	96	4	-1[fluorescence artefact?]	1.3	100
COc1cc(Cl)cc2c1Sc1ccccc1/C2=C/CCN(C)C	4.1*	2.7*	/	8	77	5	12	1.2	96
CCc1ccc(OC)c(S(=O)(=O)Nc2ccccc2C)c1	87	94	-1	-1	105	-10	-2	1	97
COCCN(CCOC)C(=O)c1cc2c(=O)n3ccccc3nc2s1	93	75	-1	-15	103	0[fluorescence artefact?]	6	1.3	98
CCN(CC)S(=O)(=O)c1ccc(S(=O)(=O)N2CCN(CCC#N)CC2)cc1	104	102	1	0	104	-9[fluorescence artefact?]	-7	1.1	96
Cc1ccc(N(CC(=O)N2CCc3ccccc32)C2=NC(=O)CS2)cc1	95	95	1	13	111	-5	-1	1.1	94
Cc1occc1-c1nnc(SCC(=O)c2ccc(F)cc2)n1Cc1ccco1	90	103	0	18	78[fluorescence artefact?]	13	28	1.1	98
Cc1ccc(C(=O)CC2(O)C(=O)N(Cc3ccc4c(c3)OCO4)c3ccccc32)cc1 (centres undefined)	97	44	-4	4	100	-9	5	1.2	99
Cc1cc(C)c(S(=O)(=O)Nc2ccc(OCC(=O)O)cc2)c(C)c1	91	105	-6	-2	117	-16	-3	1.1	92
O=C(O)c1ccc(N2CCCCCC2)c(N2C(=O)c3ccccc3C2=O)c1	98	107	-3	7	108	3[fluorescence artefact?]	0	1.2	97
CS(=O)(=O)N1CCCC(C(=O)NCCCN2CCN(Cc3ccccc3)CC2)C1 (centres undefined)	104	96	0	-5	120	-5	-16	1.3	103
COc1ccc(-n2nnnc2SCC(=O)N2CCOCC2)cc1	96	98	-2	1	112	-2	5	1.2	104
C1COCCNCCOCCOCCN1	112	97	/	-13	102	0	-4	1	111
Cc1c(C(=O)Nc2ccc(Oc3ccccc3)cc2)sc2nc3n(c(=O)c12)CCC3	67	66	-2	7	113	0	-2	0.9	106
CC(C)NC(=O)c1ccccc1NC(=O)CN(c1ccc2c(c1)OCO2)S(C)(=O)=O	107	/	14	2	121	10	0	1.2	101
CCCN1C(=O)NC2(O)C(=O)c3ccccc3C12O (centres undefined)	91	91	-1	6	103	-3[fluorescence artefact?]	4[fluorescence artefact?]	1.1	97
CCOC(=O)CSC1=C(C#N)C(c2ccccc2OC)CC(=O)N1 (centres undefined)	66	25*	5	-5	84[fluorescence artefact?]	-2[fluorescence artefact?]	6[fluorescence artefact?]	1.1	76
Cc1ccnc(NC2OC(=O)c3ccccc32)c1 (centres undefined)	98	91	-4	0	103[fluorescence artefact?]	-16	-4	/	99
Remaining list, next part.
SMILES	HUVEC inhibit	H69AR inhibit	Mac1 fbg enh	Smad3 inh	ERa SRC1 pot	ERb SRC1 inh	ERa coact inh	MT1-MMP txn act	Lung fibro prol
Cc1ccc2cc(C#N)c(N3CCN(C)CC3)nc2c1	74	89	/	24[fluorescence artefact?]	98	1[fluorescence artefact?]	-3[fluorescence artefact?]	1.1	97
O=C(CN1C(=O)C2CC=CCC2C1=O)NCC1COc2ccccc2O1 (centres undefined)	102	101	/	-10	97	9	8	1.1	109
Cc1ccc(CCNC(=O)C2CCCN(S(=O)(=O)c3c(C)nn(C)c3C)C2)cc1 (centres undefined)	102	99	-3	6	119	-18	-5	1.1	102
Cc1nc2ccccc2c(=O)n1NC(=O)c1ccccc1Cl	86	93	/	4	97	-12	3	1.1	90
Cc1cc(C)nc(NC2=NCC(=O)N2c2cccc(Cl)c2)n1	102	89	3	-4	99	-20	-26	1.1	104
COC(=O)c1cc(OC)c(OC)cc1NC(=O)Cn1nnc(-c2ccccc2Cl)n1	58	35*	19	9	100[fluorescence artefact?]	16[fluorescence artefact?]	42[fluorescence artefact?]	/	93
NC(=O)c1cc(S(=O)(=O)NC2CCCCC2)co1	98	101	4	-1	95	-1	1	1.3	98
O=C(OCC#CCSc1nnc(-c2cccc3ccccc23)o1)c1cccs1	82	35*	-3	-5	111	-7	-4	1	98
Cc1c(O)cc2n(c1=O)-c1ccccc1C2(C)C	94	87	/	5	117	-2	-6	1.1	95
CN1CCN(C(=O)c2cn(C)c3ccc(S(=O)(=O)N(C)C4CCCCC4)cc3c2=O)CC1	108	100	0	20	118	0	-9	0.8	96
CCOc1nc(-c2ccccc2)ccc1-c1noc(-c2ccncc2)n1	82	45	2	5	196[fluorescence artefact?]	30[fluorescence artefact?]	33[fluorescence artefact?]	1.3	97
COc1ccc(CCNC(=O)CSCc2n[nH]c(=O)[nH]2)cc1OC	94	98	-2	-6	103	-6	-4	1.1	111
CC(=O)Nc1ccc(NC(=O)c2ccccc2F)cc1	98	96	10	7	120	-5	-7	1.3	101
C=CCn1c(SCc2ccccc2)nnc1-c1cccnc1	119	93	3	-12	94	-5[fluorescence artefact?]	-7	1	99
Cc1ccc(C)c(NS(=O)(=O)c2ccc(NC(=O)c3ccco3)cc2)c1	97	92	/	-2	92	8[fluorescence artefact?]	30	1.1	94
Cc1cc(=O)[nH]c(Nc2ccc(C(=O)OC(C)C)cc2)n1	91	91	3	1	90	-4[fluorescence artefact?]	6	1.1	117
Cc1ccc(Nc2nc(N)nc(CC#N)n2)cc1	105	/	4	-2	112	19	-4	1.2	92
COc1ccc(NCc2nnc(SCC(=O)c3ccc(OC)cc3)n2C)cc1	80	/	14	-10	108[fluorescence artefact?]	2[fluorescence artefact?]	1	1.2	92
O=C(NC1CCC(O)CC1)c1ccc(S(=O)(=O)NCc2ccco2)cc1 (centres undefined)	95	97	-3	2	94	10	17	/	100
O=C(CN1C(=O)C2(OCCCO2)c2ccccc21)NCc1ccccc1	96	101	1	4[fluorescence artefact?]	85	11[fluorescence artefact?]	-1	1	101
Cc1cc(F)c(F)c(C(=O)N2CCOCC2)c1	93	79	/	5	99	3	-6	1.1	103
O=C1OC(Nc2ccc(Cl)cn2)c2ccccc21 (centres undefined)	44	93	1	1	76	0	2	/	101
COc1cc(C2C(C#N)=C(N)Oc3cc(N)ccc32)cc(OC)c1OC (centres undefined)	52	29*	/	-16	105	-2[fluorescence artefact?]	2[fluorescence artefact?]	/	51
COc1ccc(-c2cc(C(F)(F)F)nc(-n3cncn3)n2)cc1	95	70	-5	-9	102	-4	-7	0.8	105
Cc1ccc(C)c(NC(=O)CN(C)C(=O)CCN2C(=O)c3ccccc3C2=O)c1	85	98	-1	-14	130	-1	-7	1.1	94

As a working copy, some entries already given:
SMILES	HUVEC inhibit	H69AR inhibit	Mac1 fbg enh	Smad3 inh	ERa SRC1 pot	ERb SRC1 inh	ERa coact inh	MT1-MMP txn act	Lung fibro prol
COc1ccc(CCNC(=O)CSCc2n[nH]c(=O)[nH]2)cc1OC	94	98	-2	-6	103	-6	-4	1.1	111
CC(=O)Nc1ccc(NC(=O)c2ccccc2F)cc1	98	96	10	7	120	-5	-7	1.3	101
C=CCn1c(SCc2ccccc2)nnc1-c1cccnc1	119	93	3	-12	94	-5[fluorescence artefact?]	-7	1	99
Cc1ccc(C)c(NS(=O)(=O)c2ccc(NC(=O)c3ccco3)cc2)c1	97	92	/	-2	92	8[fluorescence artefact?]	30	1.1	94
Cc1cc(=O)[nH]c(Nc2ccc(C(=O)OC(C)C)cc2)n1	91	91	3	1	90	-4[fluorescence artefact?]	6	1.1	117

(continued)
SMILES	HUVEC inhibit	H69AR inhibit	Mac1 fbg enh	Smad3 inh	ERa SRC1 pot	ERb SRC1 inh	ERa coact inh	MT1-MMP txn act	Lung fibro prol
CCCC1C2C(=O)N(c3ccccc3OCC)C(=O)C2ON1c1ccccc1 (centres undefined)	85	84	-3	-6	105	-13	0	1.1	94
O=C1CC(N2CCN(c3nc4ccccc4s3)CC2)C(=O)N1c1cccc(F)c1 (centres undefined)	96	105	0	4	97	-7	-10	1.2	97
COc1ccc(NC(=O)Cn2c(C)cc(=O)c3cccc(OC)c32)cc1	92	104	-1	-36	134[fluorescence artefact?]	0	21[fluorescence artefact?]	0.9	103
COc1ccc(C(=O)Cn2nnc(-c3ccccc3NC(=O)C3CCCCC3)n2)cc1	87	45	2	0[fluorescence artefact?]	111	-10	3	1.3	92
O=C(NCc1ccccn1)c1n[nH]c2ccccc12	109	96	46	1	115	-5	-2	1.2	/
O=C(O)CC(C(=O)O)n1nc(-c2ccccc2)cc1-c1ccccc1 (centres undefined)	68	99	1	13	104	3	5	1.5	97
O=C(C1CCC(CNc2c(N3CCCCC3)c(=O)c2=O)CC1)N1CCN(c2ccccn2)CC1 (centres undefined)	97	87	/	1	118	-1[fluorescence artefact?]	4	1.1	93
CC(=O)NCCc1nc2ccccc2n1Cc1ccc(C)cc1	105	88	2	2	127	-2	-4[fluorescence artefact?]	/	100
COc1ccccc1NC(=O)c1ccc(Cl)c(S(=O)(=O)N2CCOCC2)c1	118	83	-3	1	103	-4[fluorescence artefact?]	0	1.1	106
O=C(NC1CCCCC1)c1cc2nc3c(c(C(F)(F)F)n2n1)CCCC3	104	76	1	-14	91	30	0	1.5	98
CCOc1ccccc1N(CC(=O)OC)S(=O)(=O)c1ccccc1	100	81	5	1	110	-2	-4	1.2	99
COc1ccccc1CNC(=O)c1ccccc1N	103	96	-3	-3	82	16	13	/	98
COc1ccc(OC)c(CCNC(=O)CC2Oc3ccc(C)cc3NC2=O)c1 (centres undefined)	102	82	3	-16	95	0[fluorescence artefact?]	-3	1.1	102
Cc1cccc(C)c1NC(=O)CS(=O)CC(=O)Nc1ccc(F)cc1F (centres undefined)	100	93	/	3	96	2	-7	1	98
CC(C)(C)C1CCC2(CC1)C(Nc1cccc(C(F)(F)F)c1)=NC(=S)N2CC#N (centres undefined)	77	91	/	1	113	-6	-7	1.1	86
COc1ccc(CN2CCC(C(=O)N3CCN(c4ccccc4F)CC3)CC2)cc1OC	95	112	/	-2	100	-7	3	1.1	105
O=c1nc(-c2ccccc2)cc(C(F)(F)F)[nH]1	89	90	/	2	96	-14	20	1	94
COC(=O)c1cn(NC(=O)c2cccnc2)c(=O)c2ccccc12	108	98	-3	1	108	-5	-2	/	107
CCC(C)NCC(O)COCc1ccc(Cl)cc1 (centres undefined)	101	91	1	7	113	-9	0	1.1	103
Cc1nn(C)c(C)c1CN(C)S(=O)(=O)c1ccc(F)cc1	109	98	/	5	105	-6	-13	1.2	91
Cn1nnnc1SCC(=O)N1CCN(c2ccc(Cl)cc2)CC1	108	103	-2	-10	100[fluorescence artefact?]	-11[fluorescence artefact?]	-6[fluorescence artefact?]	1.1	111
Cc1cc(SCC(=O)N/N=C/c2ccc(O)c(O)c2)c(C)cc1Br	54	68	-5	-4	99[fluorescence artefact?]	23	14	1.1	84
Cc1ccc(C)n1-c1ccc2c(c1)COC2=O	109	106	/	2[fluorescence artefact?]	89[fluorescence artefact?]	24[fluorescence artefact?]	22	1.2	97
